ADAM10 inh: inhibits human ADAM10; O14672; recombinant ADAM10, EDANS/DABCYL FRET peptide cleavage, 3 h; inhibition, % at 7 µM; 0.62% of 370,000 active; AID 720582;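 active = inhibition above a per-campaign cutoff equal to the mean of compounds falling between control-based bounds plus 3 SD, cut at about 20% in these data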;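 also: 0% = DMSO wells while the 100% control is not disclosed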
Target sequence (O14672 214-748 limits assumed): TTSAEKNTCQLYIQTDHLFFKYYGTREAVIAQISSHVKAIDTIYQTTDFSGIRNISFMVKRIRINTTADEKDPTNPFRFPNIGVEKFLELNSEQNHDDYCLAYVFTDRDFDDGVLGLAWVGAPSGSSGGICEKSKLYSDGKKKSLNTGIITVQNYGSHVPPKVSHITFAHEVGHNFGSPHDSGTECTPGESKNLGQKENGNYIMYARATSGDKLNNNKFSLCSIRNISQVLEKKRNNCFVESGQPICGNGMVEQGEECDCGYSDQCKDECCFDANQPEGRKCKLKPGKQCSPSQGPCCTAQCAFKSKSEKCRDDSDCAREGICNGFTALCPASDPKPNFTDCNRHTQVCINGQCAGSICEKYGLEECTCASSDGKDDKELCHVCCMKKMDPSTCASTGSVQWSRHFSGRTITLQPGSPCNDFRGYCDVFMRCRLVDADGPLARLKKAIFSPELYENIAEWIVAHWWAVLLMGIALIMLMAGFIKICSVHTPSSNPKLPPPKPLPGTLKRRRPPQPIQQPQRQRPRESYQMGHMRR
ARFGAP1 inh: inhibits rat ARF GTPase activating protein 1; Q62848; Arfgap1-stimulated ARF1 GTP hydrolysis, GDP FP detection; inhibition, % at 16.5 µM; 0.26% of 360,000 active;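 active = inhibition above a per-plate limit, mean inhibition of low control wells plus 3 SD, cut at about 25% in these data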;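 also: 0% = DMSO wells with enzyme and 100% = wells lacking Arfgap1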
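Repeats: one replicate per compound; assay system: rat Arfgap1 catalytic domain, aa 1-136; times: enzyme reaction 120 min at 25 °C after 20 min preincubation; detection: FP of antibody-bound GDP Alexa 633 tracer, ex 620/em 688 nm; benchmarks: high control wells lacking Arfgap1, low control full reaction with DMSO; reagent: human ARF1(Δ1-17)-GTP substrate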
SIAE inh: blocks human sialic acid acetylesterase; Q9HAT2; SIAE FP-Rh probe binding, fluorescence polarization; inhibition, % at 9.66 µM; 0.69% of 370,000 active; AID 1053197;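 active = inhibition above a cutoff: mean of compounds within the control limits plus 3 SD of those, cut at about 17% in these data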;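 also: 0% = plate median of compound wells and 100% = probe without SIAE protein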
PLC-beta3 inh: inhibitors of human phospholipase C beta3; Q01970; Purified PLC-beta3, fluorogenic substrate, fluorescence; inhibition, % at 12.2 µM; 0.18% of 370,000 active; in the data active = inhibition above about 11%;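 also: 0% = median of compound wells on plate and 100% = full blocker control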
PLCg1 inh: PLC-gamma1 (human) inhibition, primary screen | P19174 | purified PLC-gamma1, fluorogenic substrate, fluorescence | inhibition, % at 12.2 µM | 0.84% of 370,000 active; in the data active = inhibition above about 9.5%
TDP2 inh: blocks human TDP2 phosphodiesterase activity; O95551; inhibition, % at 12.8 µM; recombinant TDP2, T5PNP hydrolysis, p-nitrophenol absorbance 415 nm; 0.34% of 370,000 active; AID 720702;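 active = inhibition above the mean of all tested compounds plus 3 SD, set per campaign, cut at about 25% in these data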;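 also: 0% = DMSO with enzyme and 100% = buffer with substrate but no TDP2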
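Evaluation: % inhibition relative to enzyme-containing and enzyme-free wells. Material: recombinant human TDP2. Benchmarks: enzyme-free and DMSO wells. Timing: enzyme reaction with compound for 2 h at 37 °C. Compound dosing: 12.8 µM only. Measured by: p-Nitrophenol epi absorbance. Reagent: T5PNP substrate at 5 mM, a TopII-DNA adduct mimic. Replication: single well per compound.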
ASAP1 GAP inh: blocks human ASAP1-stimulated Arf1 GTP hydrolysis; Q9ULH1; GDP FP detection; inhibition, % at 16.5 µM; 0.19% of 360,000 active; AID 624377; in the data active = inhibition above about 25%;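 also: 0% = vehicle with enzyme and substrate and 100% = no enzyme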
ADAM17 inh: inhibits human ADAM17; recombinant ADAM17, EDANS/DABCYL FRET peptide cleavage; 0.83% of 370,000 active; P78536; AID 720648; inhibition, % at 6.95 µM;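 active = inhibition above the mean of compounds lying between control limits plus 3 SD, set per campaign, cut at about 8.5% in these data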;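 also: 0% = DMSO-only wells as the low control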
Target sequence (P78536 215-824 limits assumed): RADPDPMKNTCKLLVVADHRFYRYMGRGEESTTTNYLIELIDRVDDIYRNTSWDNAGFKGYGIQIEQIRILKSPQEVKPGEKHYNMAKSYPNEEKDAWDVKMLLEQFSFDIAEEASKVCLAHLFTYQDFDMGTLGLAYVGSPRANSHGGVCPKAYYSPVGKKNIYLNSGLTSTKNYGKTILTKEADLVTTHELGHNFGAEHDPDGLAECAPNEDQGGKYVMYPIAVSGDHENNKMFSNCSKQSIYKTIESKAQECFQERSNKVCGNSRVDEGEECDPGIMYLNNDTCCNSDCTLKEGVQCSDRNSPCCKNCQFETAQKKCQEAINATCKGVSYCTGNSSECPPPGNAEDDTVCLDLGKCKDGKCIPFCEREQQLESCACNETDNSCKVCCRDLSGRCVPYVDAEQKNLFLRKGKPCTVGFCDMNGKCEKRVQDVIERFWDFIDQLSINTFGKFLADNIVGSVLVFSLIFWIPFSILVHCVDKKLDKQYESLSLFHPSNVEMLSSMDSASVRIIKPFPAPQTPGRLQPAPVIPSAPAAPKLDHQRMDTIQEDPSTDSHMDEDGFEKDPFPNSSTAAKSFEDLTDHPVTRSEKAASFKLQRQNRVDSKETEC
DDE Tn6 FP inh: inhibitors of Tn6 peptide binding to human fibrin DD(E); 0.21% of 370,000 active; AID 720509; Fibrin DD(E) TRITC-Tn6 fluorescence polarization displacement; inhibition, % at 8.3 µM;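 active = inhibition above a per-campaign cutoff: mean of compounds within control limits plus 3 SD, cut at about 15% in these data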;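 also: 0% = median of all compound wells on the plate and 100% = blocking peptide control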
Tn7 DDE FP: disrupts Tn7 cyclic peptide binding to fibrin D-Dimer-E complex | P02675 | FP displacement of FITC-Tn7 peptide from fibrin DD(E); 0% = median of compound wells per plate | inhibition, % at 8.3 µM | 0.13% of 370,000 active | AID 720508;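 active = inhibition above the mean of compounds falling within the control limits plus 3 SD of them, cut at about 14% in these data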;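 also: 0% = plate median of compound wells and 100% = 10 µM Aha-Tn7 peptide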
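assay system = human clot-derived fibrin DD(E) complex | quantity = Fibrin-DD(E) at 2 µM final | timing = 10 min preincubation, 3 h with tracer, room temperature | signal = fluorescence polarization | measure = percent inhibition | benchmarks = high control wells with 10 µM unlabelled Aha-Tn7 peptide (full inhibition) | replicates = singlicate testing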
Active calls of the source: *; i = inactive; nt = no result given; & = joins results of further samples.

Start of the listing, in advance (three entries):
Results follow in this order: ADAM17 inh, DDE Tn6 FP inh, ADAM10 inh, PLC-beta3 inh, ASAP1 GAP inh, SIAE inh, TDP2 inh, PLCg1 inh, Tn7 DDE FP, ARFGAP1 inh
CCC1CCCCN1S(=O)(=O)c1ccccc1 (configuration not stated)
  2, 0, 0, 5, -2, -5, -16, 7, 1, -6
CCOC(=O)C1=C(COC(=O)/C=C/c2ccco2)NC(=O)NC1C (configuration not stated)
  -5, -4, 1, -14, -5, -4, -12, -6, -6, -1
CCN1CCCc2cc(CN(CCN3CCOCC3)C(=S)Nc3cc(F)cc(F)c3)ccc21
  -4, -9, -12, -56, -2, 3, 9, -37, 6, -3

All compounds of this part, previewed entries included:
Results follow in this order: ADAM17 inh, DDE Tn6 FP inh, ADAM10 inh, PLC-beta3 inh, ASAP1 GAP inh, SIAE inh, TDP2 inh, PLCg1 inh, Tn7 DDE FP, ARFGAP1 inh
CCC1CCCCN1S(=O)(=O)c1ccccc1 (configuration not stated)
  2, 0, 0, 5, -2, -5, -16, 7, 1, -6
CCOC(=O)C1=C(COC(=O)/C=C/c2ccco2)NC(=O)NC1C (configuration not stated)
  -5, -4, 1, -14, -5, -4, -12, -6, -6, -1
CCN1CCCc2cc(CN(CCN3CCOCC3)C(=S)Nc3cc(F)cc(F)c3)ccc21
  -4, -9, -12, -56, -2, 3, 9, -37, 6, -3
CC1CCN(C(=O)CN(c2ccc(Cl)c(C(F)(F)F)c2)S(C)(=O)=O)CC1
  -5, 5, 2, -2, 8, 3, -1, -2, 2, 17
CCC1(CC)NC(=O)N(CC(=O)Nc2cccc3ccccc23)C1=O
  1, -3, -9, -7, -3, -3, -7, -2, 4, -8
Cc1ccccc1NC(=O)COC(=O)C1C2CC3OC(=O)C1C3C2 (configuration not stated)
  -4, 4, -1, -5, 0, -3, -3, 0, 6, -3
CCCNc1nc(Cl)nc(NCc2cccnc2)n1
  0, 2, 3, -5, -12, 1, 4, 0, 0, 8
CCN(Cc1cn(Cc2ccccc2)nn1)S(=O)(=O)c1ccc(F)cc1Br
  -3, 1, -7, 1, nt, 4, 4, 0, -5, nt
Cc1cc(C)cc(CC2CC(=O)N(c3ccc(Cl)cn3)C2=O)c1 (configuration not stated)
  -3, 5, -1, 0, -10, 5, 1, 1, 2, 2
CS(=O)(=O)N1CCC(C(=O)NCCC2=CCCCC2)CC1
  1, 2, 5, 4, -6, -1, 5, 4, -2, -1
O=C(CCc1ccccn1)N1CCCC(N2CCN(c3ccc(F)cc3)CC2)C1 (configuration not stated)
  -3, -6, -4, -11, 8, 3, 22, -2, -1, 3
O=c1cnnc(N/N=C/c2ccccn2)[nH]1
  -2, 0, -6, -7, -1, 9, -19, 0, 6, -7
CC(C)CC(NC(=O)c1ccccc1)C(=O)OCC(=O)Nc1ccc(S(N)(=O)=O)cc1 (configuration not stated)
  7, 4, 16, 7, 8, -2, -14, 0, -5, -2
O=C(COc1ccc(S(=O)(=O)N2CCCCC2)cc1)NCc1cccnc1
  -1, -4, -6, 2, 10, -6, -13, 3, -7, 10
CCn1c2ccccc2c2nnc(SCC(=O)c3c(N)n(C)c(=O)n(C)c3=O)nc21
  0, -3, -3, -1, 16, 1, 11, 0, -4, 11
COc1ccc(NC(C)C(=O)N/N=C/c2ccccc2OCc2ccc(Br)cc2)cc1 (configuration not stated)
  14*, -6, 19, -7, 4, 3, -3, 0, -3, 7
Cn1cc(-c2coc3c(C(=O)Nc4ccccc4)cccc23)cn1
  0, -4, -12, -4, 9, -1, 3, -1, -5, 5
CCc1nc2ccccc2n1CC(=O)N1CCN(Cc2ccccc2)CC1
  -2, 1, 8, 2, 8, 1, 2, 1, 8, 0
CC(OC(=O)Cn1cc(C(F)(F)F)ccc1=O)C(=O)NC(C)c1ccc(Cl)cc1Cl (configuration not stated)
  -4, 0, -6, -6, -4, 2, 2, 0, 2, -14
CC(C)C(=O)Nc1ccc2c(c1)C(=O)NC2=O
  -172, 5, i, i, 8, -4, -3, i, -6, 6
CCOc1ccc(C(=O)Nc2cc(C)on2)cc1OCC
  -5, 0, -1, 1, 1, 1, -5, -4, 4, -5
CCCCc1c(O)nc(N2CCN(Cc3ccccc3)CC2)[nH]c1=O
  0, -3, 4, 0, 2, 0, -5, 3, 1, 0
Cc1ccccc1Cn1c2ccccc2c2cnn(CC(=O)NCc3ccccn3)c(=O)c21
  -23, 0, -53, -16, 1, 20*, 1, -4, 2, 2
CSC(=Nc1ccc(Cl)cc1)N[n+]1ccccc1
  -2, -3, -4, 4, 7, 4, 5, 2, 1, 8
Cc1c(C(=O)NCCC#N)sc(=O)n1Cc1ccc(F)cc1
  -1, 1, 0, 5, -7, 1, 8, 0, -4, -7
COc1ccc(C(C)=O)cc1Cn1cnc2c(cnn2C)c1=O
  0, 3, 3, -4, 7, 0, -12, 1, -3, 2
CCC(=O)N1CCN(c2nc3ccccc3s2)CC1
  -12, 0, -18, -3, 4, -3, 12, -6, 8, -4
Cc1ccc(-c2cc(C(F)F)n3ncc(C(=O)N4CCc5ccccc5C4)c3n2)cc1
  -18, -4, -46, -170, 2, -10, -2, -168, -2, 6
CC(=O)Nc1ccc(S(=O)(=O)NCCSCc2ccco2)cc1
  4, 8, 5, 0, -3, -3, -6, -5, -3, 8
CC(C)C(NC(=O)/C(=C\c1ccco1)NC(=O)c1ccco1)C(=O)O (configuration not stated)
  -3, -2, -8, -21, 12, 12, 14, -16, 0, 4

A draw from above in order of length of the SMILES, lowest first:
Results follow in this order: ADAM17 inh, DDE Tn6 FP inh, ADAM10 inh, PLC-beta3 inh, ASAP1 GAP inh, SIAE inh, TDP2 inh, PLCg1 inh, Tn7 DDE FP, ARFGAP1 inh
O=c1cnnc(N/N=C/c2ccccn2)[nH]1
  -2, 0, -6, -7, -1, 9, -19, 0, 6, -7
Cc1c(C(=O)NCCC#N)sc(=O)n1Cc1ccc(F)cc1
  -1, 1, 0, 5, -7, 1, 8, 0, -4, -7
CC(C)C(NC(=O)/C(=C\c1ccco1)NC(=O)c1ccco1)C(=O)O (configuration not stated)
  -3, -2, -8, -21, 12, 12, 14, -16, 0, 4

As entered above:
Under ADAM17 inh, CS(=O)(=O)N1CCC(C(=O)NCCC2=CCCCC2)CC1 has the entry 1
Under TDP2 inh, CC(C)C(=O)Nc1ccc2c(c1)C(=O)NC2=O has the entry -3
Under PLC-beta3 inh, CCN1CCCc2cc(CN(CCN3CCOCC3)C(=S)Nc3cc(F)cc(F)c3)ccc21 has the entry -56

Sorted by value in PLCg1 inh (smallest number first): 3 from the list above
Results follow in this order: ADAM17 inh, DDE Tn6 FP inh, ADAM10 inh, PLC-beta3 inh, ASAP1 GAP inh, SIAE inh, TDP2 inh, PLCg1 inh, Tn7 DDE FP, ARFGAP1 inh
CC(=O)Nc1ccc(S(=O)(=O)NCCSCc2ccco2)cc1
  4, 8, 5, 0, -3, -3, -6, -5, -3, 8
CC(OC(=O)Cn1cc(C(F)(F)F)ccc1=O)C(=O)NC(C)c1ccc(Cl)cc1Cl (configuration not stated)
  -4, 0, -6, -6, -4, 2, 2, 0, 2, -14
CS(=O)(=O)N1CCC(C(=O)NCCC2=CCCCC2)CC1
  1, 2, 5, 4, -6, -1, 5, 4, -2, -1

New compounds follow:
Results follow in this order: ADAM17 inh, DDE Tn6 FP inh, ADAM10 inh, PLC-beta3 inh, ASAP1 GAP inh, SIAE inh, TDP2 inh, PLCg1 inh, Tn7 DDE FP, ARFGAP1 inh
C=CCN1C[C@H](COC(=O)c2cccc(C)c2)Oc2cccc(F)c2S1(=O)=O
  5, -2, 9, 1, 2, 2, -12, 3, -3, 18
OC1(C#CCCN2CCCCC2)c2ccccc2-c2ccccc21
  0, 8, 1, -5, 14, 10, 10, 0, 1, 14
Cc1nn(CCC#N)c(NC(=O)c2ccc(Cl)cc2)c1P(=O)(Nc1ccc([N+](=O)[O-])cc1)N1CCOCC1 (configuration not stated)
  -1, 5, 5, 5, 14, 3, 6, 4, -8, 12
CCOC(=O)CSc1ccc(C(=O)NCCN2CCOCC2)cc1[N+](=O)[O-]
  -5, -2, -2, -9, 5, -4, -10, 0, -4, 14
Cc1ccc(S(=O)(=O)N2CCN(C(=O)c3cc4c(s3)CCCC4)CC2)c(C)c1
  -3, 4, -2, -9, 4, -4, -7, 0, -5, 0
Cc1ccc(CN2CCN(CCC(C)C)C(CCO)C2)s1 (configuration not stated)
  -2, -2, -5, 2, 9, -2, -9, -1, 2, 7
c1ccc(-c2nn(Cc3ncco3)c3ccccc23)cc1
  0, 10, 6, 3, nt, -6, 4, 2, 0, nt
COc1cc(CNCc2cc(OC)c(OC)c(OC)c2)cc(OC)c1
  -5, -6, -7, -1, 3, -2, 20, -1, -6, -2
CCOC(=O)/C(C#N)=C/c1cc2ccccc2nc1N1CCOCC1
  -5, -4, -28, -14, -13, 0, -4, -6, -4, 5
COC(=O)[C@@H](NC(=O)c1ccccc1OC1CCN(S(C)(=O)=O)CC1)C(C)C
  -3, -7, -8, -2, -13, -3, 5, 2, -2, -5
O=C(CSc1cn[nH]n1)Nc1ccc(O)c(C(=O)O)c1
  -15, 4, -59, -38, -7, 2, -4, -26, -4, -2
Cc1cc(C)n2cc(CSc3ccccn3)nc2n1
  -17, -3, -64, -19, 4, -8, 4, -17, 4, 4
O=C(NCc1cccs1)c1ccc([N+](=O)[O-])cc1Cl
  1, 2, 2, 6, 4, -1, 4, 4, -7, 12
Cc1nc2ccccc2c2oc(C(=O)NCCCN3CC(C)CC(C)C3)cc12 (configuration not stated)
  1, -3, 3, -8, -10, -7, -7, -1, 4, 0
O=[N+]([O-])c1ccccc1Nc1cccnc1
  -1, 1, 2, 2, 0, 4, -2, 1, 4, 7
CCOc1ccccc1-n1c(C)cc(C=O)c1C
  -1, 2, 1, -7, 2, 4, 19, 0, -11, 12
COC(=O)CSc1nc2ccc(C)cc2cc1C#N
  -1, -5, -17, -18, -3, 1, -1, -14, -3, -4
FC(F)(F)c1ccccc1C(C#Cc1ccccc1)NCc1ccc2c(c1)OCO2 (configuration not stated)
  2, -6, 2, -1, nt, 0, -4, 0, 6, nt
O=C(N/N=C/c1cccc([N+](=O)[O-])c1)C1CC1c1ccccc1 (configuration not stated)
  2, -7, 5, 2, -21, 1, -11, 2, -9, 3
CC1=C(C(=O)OC2CCCC2)C(c2coc3ccc(C)cc3c2=O)C2=C(CCCC2=O)N1 (configuration not stated)
  -8, -2, -22, -82, -1, 3, 0, -64, 4, 2
CCCN(CCC)C(=O)CSc1nc2ccccc2c(=O)n1CC1COc2ccccc2O1 (configuration not stated)
  4, -4, 5, 7, -2, -8, -12, 7, -10, -1
OC(COc1cccc(OCC(O)CN2CCOCC2)c1)CN1CCOCC1 (configuration not stated)
  0&-3, 1&-9, -6&0, -1&-42, 10&-4, 3&4, 2&0, -1&1, -3&-1, 1&7

Screening data (PubChem)
